AmpC inh no detg: inhibitors of E. coli AmpC beta-lactamase without detergent; P00811; AmpC nitrocefin hydrolysis, absorbance 480 nm, 0.0001% Triton; Potency, µM (series often up to 57.1 µM), inactives show at the highest dose activity change, negative = inhibition, most hits filed as inhibitors; 330,000 compounds, 0.52% hits;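 also: potency is read from the fitted curve at half-maximal effect; plate controls were no compound for no effect and no enzyme for full effect; nearly all actives have a fitted effect of over 20% in size; some results filed as inactive show a strong effect at the top dose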
Target sequence (P00811 whole entry, looked up): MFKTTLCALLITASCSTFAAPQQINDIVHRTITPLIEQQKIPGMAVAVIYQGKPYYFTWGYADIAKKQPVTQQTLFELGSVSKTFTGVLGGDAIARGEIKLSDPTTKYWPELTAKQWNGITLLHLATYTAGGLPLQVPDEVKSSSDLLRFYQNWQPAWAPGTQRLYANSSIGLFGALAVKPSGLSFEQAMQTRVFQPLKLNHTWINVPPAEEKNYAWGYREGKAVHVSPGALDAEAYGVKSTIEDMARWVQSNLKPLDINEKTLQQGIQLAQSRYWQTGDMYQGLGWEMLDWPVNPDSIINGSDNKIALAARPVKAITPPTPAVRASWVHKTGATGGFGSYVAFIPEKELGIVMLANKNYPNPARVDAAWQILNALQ
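20 mM phosphate pH 7.0 + 0.01% (detergent screen) or 0.0001% Triton X-100; 5.3 nM AmpC reagent; cpd preinc 15 min RT; nitrocefin (800 uM stock) to start; A480 q20 s × 4 min; Activity was normalised to no-enzyme and no-compound control wells.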
Sm TGR block: S. mansoni TGR enzyme inhibition | Q962Y6 | Potency, µM (highest dose often 114 µM), without a hit: at the top dose activity change, negative = inhibition, usual class: inhibitors | 360,000 compounds, 3% hits | purified TGR, DTNB reduction, TNB absorbance 405 nm; also: potency is read from the fitted curve at half-maximal effect; nearly all actives have a fitted effect of over 60% in size
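Kinetic colorimetric format: TGR-catalysed, NADPH-driven DTNB reduction monitored via TNB absorbance. Enzyme dispensed at 20 nM; compound exposure 15 min at room temperature before reaction start.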
LmPK inh: LmPK (Leishmania mexicana) enzyme inhibition | 290,000 compounds, 0.37% hits | purified LmPK, Kinase-Glo ATP luminescence, 1 h | Potency, µM (series often up to 57.5 µM), inactives show at the top dose activity change, negative = inhibition, hits mostly inhibitors | Q27686; also: potency is read from the fitted curve at half-maximal effect
Target sequence (Q27686 whole entry, looked up): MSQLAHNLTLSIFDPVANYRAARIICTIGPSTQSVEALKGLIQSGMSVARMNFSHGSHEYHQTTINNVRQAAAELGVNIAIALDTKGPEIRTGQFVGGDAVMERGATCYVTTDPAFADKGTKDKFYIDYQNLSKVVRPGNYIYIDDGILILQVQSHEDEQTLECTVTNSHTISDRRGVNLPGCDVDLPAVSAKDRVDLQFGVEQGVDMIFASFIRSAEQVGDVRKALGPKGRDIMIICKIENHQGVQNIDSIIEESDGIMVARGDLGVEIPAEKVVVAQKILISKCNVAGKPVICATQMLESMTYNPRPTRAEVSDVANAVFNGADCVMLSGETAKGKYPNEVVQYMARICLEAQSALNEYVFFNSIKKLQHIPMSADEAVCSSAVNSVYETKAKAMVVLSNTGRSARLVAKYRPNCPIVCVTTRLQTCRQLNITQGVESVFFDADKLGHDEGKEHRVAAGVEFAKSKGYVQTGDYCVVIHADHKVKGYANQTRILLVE
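Purified LmPK (0.1 nM) with 0.5 mM PEP and 0.1 mM ADP in imidazole buffer pH 7.2 with MgCl2/KCl, 1 h at room temperature. ATP formed was read by luciferase luminescence and normalized to no-enzyme and uninhibited controls.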
AmpC inh detg: blocks E. coli AmpC beta-lactamase in detergent assay; P00811; AmpC hydrolysis of nitrocefin, absorbance 480 nm, 0.01% Triton; Potency, µM (titrated, usually from 114 µM), for the others: at the highest dose activity change, negative = inhibition, hits mostly inhibitors; 370,000 compounds, 0.041% hits; AID 485294;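 also: potency is read from the fitted curve at half-maximal effect; 0% = no-compound wells and -100% = no-enzyme wells; nearly all actives have a fitted effect of over 25% in size; some results filed as inactive show a strong effect at the top dose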
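AmpC (5.3 nM in the dispensed reagent) in 20 mM phosphate pH 7.0 with 0.01% (detergent screen) or 0.0001% Triton X-100 was preincubated with compounds for 15 min at room temperature. Nitrocefin was then added from an 800 uM solution, and hydrolysis was followed at 480 nm.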
AMA1-RON2 inh: disrupts binding of P. falciparum AMA1 to RON2; AlphaScreen AMA1-biotinylated RON2 peptide binding; Potency, µM (doses to about 58.2 µM), inactives show at the highest dose activity change, negative = inhibition, usual class: inhibitors; 360,000 compounds, 0.2% hits;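 also: potency is read from the fitted curve at half-maximal effect; 0% = vehicle wells and -100% = peptide control; nearly all actives have a fitted effect of over 45% in size; some results filed as inactive show a strong effect at the top dose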
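AMA1 (3D7) with his tag at 25 nM final met compounds first, then biotinylated RON2 peptide at 25 nM; detection used donor plus acceptor beads, 10 µg/mL apiece, read by AlphaScreen after 30 min at room temperature.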
HCMV antiviral: human cytomegalovirus inhibition | HFF cells, HCMV-luciferase reporter, 72 h; hits give low values | AID 1259415 | 410,000 compounds, 4.5% hits | activity change, negative = inhibition, % at 57.5 µM; in the data active = activity change below about -60%; inconclusive = no clear call, values can overlap the other calls; inactive = above about -39%
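Cell-based, HFFs, 1000 cells/well, 16 h 37C; cpds in DMSO + HCMV-luc, MOI 1 PFU/cell; 72 h 37C; OneGlo luminescence after 5 min RT; norm. to buffer vs Salinomycin 10uM.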
Tb PYK inh: T. brucei pyruvate kinase inhibition | AID 624173 | 410,000 compounds, 0.12% hits | Q57TT1 | Potency, µM (series often up to 76.8 µM), for inactives: at the top dose activity, negative = inhibition, usual class: inhibitors | TbPYK enzyme, Kinase-Glo Plus ATP luminescence, 45 min; also: potency is read from the fitted curve at half-maximal effect; nearly all actives have a fitted effect of over 50% in size
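In this concentration-response screen, enzyme-free wells defined baseline while DMSO plates tracked drift. Each reaction combined TbPYK, substrate, compound and 130 uM ADP for 45 min at room temperature. Kinase-Glo Plus luminescence gave the signal.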
* = called active by the depositor; ? = inconclusive; nt = no result given; [ ] = another dose, or the depositor's remark. Unless noted, calls follow the shape of the dose curve; as a rule, active = well fitted curve in the direction sought with a large enough effect; inconclusive = small, poorly fitted or top-dose-only effect, or another doubt; inactive = no such curve, though single readings can be large; an effect the other way counts as inactive or inconclusive. Unless noted, % is scaled to controls: 0 for no effect and ±100 for the full control effect.

canonical_smiles | AmpC inh no detg | Sm TGR block | LmPK inh | AmpC inh detg | AMA1-RON2 inh | HCMV antiviral | Tb PYK inh
Cc1sc2ncnc(NCC(O)c3ccc([N+](=O)[O-])cc3)c2c1C (stereo unspecified) | -31% | -1% | 3% | 3% | 0% | -79* | -4%
CN(C)c1cccc(C(=O)NCCCSc2ccccc2)c1 | -50% | -1% | -1% | -1% | -4% | -28 | 0%
Cc1ccc(NS(=O)(=O)c2ccc(C)c(NC(=O)COc3ccc4ccccc4c3)c2)c(C)c1 | ? | nt | 0% | 10% | -8% | -82* | -26%
CCCn1c(CNc2ccc(Br)cc2)nc2ccccc21 | -33% | 1% | 14% | -16% | 22% | ? | 9%
COC(=O)c1c(NC(=O)Cc2cccs2)sc2c1CCC(C)C2 (stereo unspecified) | -37% | -5% | 2% | -9% | -2% | -24 | 0%
Cc1ccc(C)c(S(=O)(=O)Nc2ccc(C(=O)N3CCOCC3)cc2)c1 | nt | nt | nt | nt | -15% | -20 | 2%
CCOc1ccc(NC(=O)c2ccc(NC(=O)c3ccc(NC(N)=O)cc3)cc2)cc1 | -5% | nt | nt | nt | -10% | -14 | 3%
Cc1ccc(-c2[nH]c(-c3ccc(Cl)cc3)nc2SCC(=O)NCC2CCCO2)cc1 (stereo unspecified) | -13% | 5% | 4% | 7% | -10% | 31 | -8%
CC1CN(CCOc2cccc(Oc3ccccc3)c2)CC(C)O1 (stereo unspecified) | 102%[activator] | 3% | -3% | -16% | 25µM* | -6 | -9%
C[n+]1ccccc1/C=C/c1ccc(C#N)cc1 | -19% | 45µM* | 13% | -15% | -1% | -22 | ?
COc1ccccc1NC(=O)CNC(=O)c1ccc([N+](=O)[O-])cc1 | -2%[2.29 µM] | -11% | -2% | -9% | 0% | -20 | 0%
CCn1c(SC(C)C(=O)OC)nnc1-c1c[nH]c2ccccc12 (stereo unspecified) | -5% | -2% | -3% | -16% | 8% | 37 | -6%
COc1ccc(OC)c(S(=O)(=O)NCCc2ccccc2)c1 | -9% | 5% | 5% | 7% | -2% | -2 | -4%
O=C(NCCSCc1cccc(Cl)c1)C1CCN(S(=O)(=O)Cc2ccccc2)CC1 | nt | -9% | nt | -4% | nt | -1 | 2%
CCNC(=O)Nc1ccc(-n2nc(C)c(C(=O)OCC)c2C)nc1 | -9% | 5% | -2% | -9% | 13% | -30 | -25%
COc1ccc(OCC(=O)N(Cc2cccs2)C2CCS(=O)(=O)C2)cc1 (stereo unspecified) | 4% | 4% | 1% | -4% | -8% | ? | 0%
N/C(=N\OC(=O)c1cccs1)c1cccnc1 | -10% | 7% | -19% | 3% | 6% | -15 | 1%
O=C1NC2CCCCC2C(=O)N1OS(=O)(=O)c1ccccc1 (stereo unspecified) | nt | nt | nt | nt | 19% | -20 | -8%
O=C(Nc1ccc(Cl)cc1)N1CCCC1 | -5% | -21% | -2% | -9% | -2% | 20 | 4%
CCOC(=O)C1Nc2ccc(C(F)(F)F)cc2C2C=CCC12 (stereo unspecified) | nt | nt | nt | nt | 7% | -14 | ?
COc1cccc(N2CCN(C(=O)CCCCCn3c(=S)[nH]c4cc5c(cc4c3=O)OCO5)CC2)c1 | -11% | 1% | -2% | -14% | 48%[activator] | -36 | -8%
COc1ccc(-c2noc(CN(C(=O)c3ccccc3Cl)C(C)C)n2)cc1 | nt | 7% | nt | 9% | nt | -16 | -2%
Cc1ccc2[nH]cc(/C=C/c3cc[n+](C)cc3)c2c1 | -12% | -26% | 0% | -2% | 0% | -100* | -3%
Cc1ccccc1N1CCN(C2CCCN(C(=O)CCN3CCCO3)C2)CC1 (stereo unspecified) | 54% | -15% | -4% | ? | -5% | 2 | 2%
Cc1c(NC(=O)c2ccc(CN3CCc4ccccc4C3)cc2)c(=O)n(-c2ccccc2)n1C | -3% | -2% | 3% | -19% | 16% | ? | -5%
CC(=O)C1=C(C)NC(=O)NC1/C=C/c1ccccc1 (stereo unspecified) | -2% | 2% | 1% | -7% | 3% | 4 | 5%
Cc1cccc(C)c1NC(=O)Cn1cc(S(=O)(=O)Cc2ccc(F)cc2)c2ccccc21 | nt | -3% | nt | 2% | nt | 0 | 0%[15.4 µM]
CC(C)CC(C(=O)Nc1oc(-c2ccco2)c(-c2ccco2)c1C#N)N1C(=O)c2ccccc2C1=O (stereo unspecified) | -52% | 56µM* | 5% | ? | 16% | -9 | -2%
O=C(O)c1ccc(N2C(=O)CC(SC(=NCc3ccc4c(c3)OCO4)Nc3ccc(F)cc3)C2=O)cc1 (stereo unspecified) | -25% | 0% | 0% | ? | -22% | -27 | -13%
CCn1c(SCC(=O)Nc2ccccc2C(=O)OC)nnc1-c1ccoc1C | 14% | -14% | 1% | -14% | -14% | -18 | 3%

Compounds above that have a nitro group on carbon (two):
canonical_smiles | AmpC inh no detg | Sm TGR block | LmPK inh | AmpC inh detg | AMA1-RON2 inh | HCMV antiviral | Tb PYK inh
Cc1sc2ncnc(NCC(O)c3ccc([N+](=O)[O-])cc3)c2c1C (stereo unspecified) | -31% | -1% | 3% | 3% | 0% | -79* | -4%
COc1ccccc1NC(=O)CNC(=O)c1ccc([N+](=O)[O-])cc1 | -2%[2.29 µM] | -11% | -2% | -9% | 0% | -20 | 0%

In the list so far, these contain a furan ring, fused or not:
canonical_smiles | AmpC inh no detg | Sm TGR block | LmPK inh | AmpC inh detg | AMA1-RON2 inh | HCMV antiviral | Tb PYK inh
CC(C)CC(C(=O)Nc1oc(-c2ccco2)c(-c2ccco2)c1C#N)N1C(=O)c2ccccc2C1=O (stereo unspecified) | -52% | 56µM* | 5% | ? | 16% | -9 | -2%
CCn1c(SCC(=O)Nc2ccccc2C(=O)OC)nnc1-c1ccoc1C | 14% | -14% | 1% | -14% | -14% | -18 | 3%

Continuation:
Results follow in this order: AmpC inh no detg | Sm TGR block | LmPK inh | AmpC inh detg | AMA1-RON2 inh | HCMV antiviral | Tb PYK inh
CN(C)c1ccc2c(c1)N=C(c1ccco1)OP2(=S)N1CCOCC1 (stereo unspecified)
    -9% | 0% | -10% | -3% | -10% | 21 | ?
CCc1ccc(C(=O)c2cn(CC(=O)Nc3ccc(OC)cc3)c3cc4c(cc3c2=O)OCCO4)cc1
    nt | 0% | nt | 4% | nt | 17 | 2%
COc1ccc(CCNC(=S)NC(=O)/C=C/c2ccc(C)cc2)cc1OC
    -8% | -1% | -14% | -2% | -6% | -23 | -7%
O=C(COC(=O)CNS(=O)(=O)c1cccc(Br)c1)Nc1ccccc1Sc1ccccc1
    -25% | -7% | 0% | -14% | -5% | -17 | 2%
Cc1ccc(S(=O)(=O)NCCc2nnc3ccc(SCc4ccc(F)cc4)nn23)cc1
    nt | -5% | nt | -1% | nt | 10 | 0%
CS(=O)(=O)c1cccc(NC(=O)CSc2nnc3n2CCCCC3)c1
    -16% | 5% | nt | 0% | 2% | -1 | -4%
C/C(=N\NC(=O)c1cc(-c2ccncc2)nc2ccccc12)c1ccc(OC(F)F)cc1
    26% | -3% | 9% | -13% | 10% | -12 | 3%
CCOC(=O)C1=NOC2(C1)C(=O)Nc1ccc(OC)cc12 (stereo unspecified)
    nt | nt | nt | nt | 0% | 33 | 0%
COc1cccc(-n2cnc3c(sc4nc(N5CCOCC5)c5c(c43)CCCC5)c2=O)c1
    -5% | 10% | 2% | 0% | 6% | ? | 0%
COc1ccc2c(c1)c(C(=O)O)c(C)n2-c1ccc(Cl)cc1
    -40% | 3% | 10% | -12% | 1% | -63* | -2%
CCCCN(C(C)=O)c1c(CC)nc2ccc(C(=O)NCCc3ccccn3)cn12
    nt | nt | nt | nt | 20% | 5 | 2%
C[C@H]1C(=O)N(C)CCN1Cc1cn(C)nc1-c1ccc(Oc2ccccc2)cc1
    170%[activator] | -18% | 9% | 4% | -3% | 32 | -11%
COc1ccc(Cl)cc1NC(=O)CSc1nnc(C)n2c1cc1sccc12
    nt | 3% | nt | 15% | nt | -20 | 1%
COc1ccccc1N1CCN(C(=O)c2cccc(NC3=NC4CS(=O)(=O)CC4S3)c2)CC1 (stereo unspecified)
    62%[activator] | -8% | -3% | ? | 7% | -16 | -8%
Cc1ccc(-n2c(=O)c3ccccc3n(CC(=O)NCc3ccco3)c2=O)cc1
    -31% | -8% | 5% | -3% | 1% | -34 | -9%

Results follow in this order: AmpC inh no detg | Sm TGR block | LmPK inh | AmpC inh detg | AMA1-RON2 inh | HCMV antiviral | Tb PYK inh
Cc1oc2cc(O)ccc2c(=O)c1Oc1ccccc1Br
    -46% | 4% | 1% | ? | -1% | ? | -6%
CCOC(=O)c1noc(C)c1C(=O)Nc1nccs1
    -39% | -7% | 2% | -4% | 0% | 27 | -4%
CC(=O)Oc1ccccc1-c1nc(C)nc(N(C)C(C)=O)n1
    -6% | 2% | -13% | ? | 0% | 22 | 4%
O=C(Nc1ccc2c(c1)OCO2)C1Cc2c(-c3ccccc3Oc3ccccc3)ccnc2O1 (stereo unspecified)
    nt | nt | nt | nt | ? | ? | -7%
Cc1sc(NC(=O)C2CCCO2)c(C#N)c1C (stereo unspecified)
    -9% | -8% | -10% | 8% | 19% | 34 | -7%
Cc1ccc(C(c2nnnn2CS(=O)(=O)c2ccc(C)cc2)N2CCCC2)cc1 (stereo unspecified)
    12% | -22% | 13% | -6% | 1% | -7 | 4%
CC(C)Oc1ccc(C(=O)N(Cc2ccc(N(C)C)cc2)Cc2ccco2)cc1
    nt | 8% | nt | 18% | nt | 28 | -7%
CCC(=O)c1ccc(OCC(=O)OCC(=O)NCCC2=CCCCC2)cc1
    16% | 1% | nt | -14% | -1% | -18 | 5%
Cc1ccc(S(=O)(=O)CCC(=O)OCC(=O)NCCc2ccc(F)cc2)cc1
    -5% | 4% | nt | -10% | -20% | -31 | -8%
COc1ccc2c(=O)c3c(=O)n(Cc4ccco4)c(C4CCCCC4)nc3oc2c1
    -16% | -13% | -3% | -17% | nt | nt | nt
CC(=O)NC(Cc1ccc(F)cc1)C(=O)NC1CCN(C(=O)Nc2ccc(F)cc2)CC1 (stereo unspecified)
    101%[activator] | 11% | -5% | 2% | -5% | 11 | 3%

2 entries from above, with each value named:
> Cc1sc(NC(=O)C2CCCO2)c(C#N)c1C (stereo unspecified)
  AmpC inh no detg: -9% | Sm TGR block: -8% | LmPK inh: -10% | AmpC inh detg: 8% | AMA1-RON2 inh: 19% | HCMV antiviral: 34 | Tb PYK inh: -7%

> CCC(=O)c1ccc(OCC(=O)OCC(=O)NCCC2=CCCCC2)cc1
  AmpC inh no detg: 16% | Sm TGR block: 1% | LmPK inh: nt | AmpC inh detg: -14% | AMA1-RON2 inh: -1% | HCMV antiviral: -18 | Tb PYK inh: 5%
